# High-throughput results as filed in PubChem.
# KDM5B inh = Primary screen for KDM5B Histone Demethylases FDH-coupled qHTS. Lysine-specific demethylase 5B (Homo sapiens), Q9UGL1. KDM5B demethylase, FDH-coupled NADH fluorescence (FDH is formaldehyde dehydrogenase). Potency, µM (top dose mostly 57.7 µM), inactives show at the highest dose activity change, negative = inhibition, most hits filed as inhibitors. 2.6% of 220,000 active; active = well fitted inhibition curve with a large enough effect; inconclusive = small, poorly fitted or top-dose-only effect; inactive = no such curve, though single readings can be large or run the other way; also: 0% is about no effect; nearly all actives have a fitted effect of over 70% in size
# Target sequence (Q9UGL1 whole entry, looked up): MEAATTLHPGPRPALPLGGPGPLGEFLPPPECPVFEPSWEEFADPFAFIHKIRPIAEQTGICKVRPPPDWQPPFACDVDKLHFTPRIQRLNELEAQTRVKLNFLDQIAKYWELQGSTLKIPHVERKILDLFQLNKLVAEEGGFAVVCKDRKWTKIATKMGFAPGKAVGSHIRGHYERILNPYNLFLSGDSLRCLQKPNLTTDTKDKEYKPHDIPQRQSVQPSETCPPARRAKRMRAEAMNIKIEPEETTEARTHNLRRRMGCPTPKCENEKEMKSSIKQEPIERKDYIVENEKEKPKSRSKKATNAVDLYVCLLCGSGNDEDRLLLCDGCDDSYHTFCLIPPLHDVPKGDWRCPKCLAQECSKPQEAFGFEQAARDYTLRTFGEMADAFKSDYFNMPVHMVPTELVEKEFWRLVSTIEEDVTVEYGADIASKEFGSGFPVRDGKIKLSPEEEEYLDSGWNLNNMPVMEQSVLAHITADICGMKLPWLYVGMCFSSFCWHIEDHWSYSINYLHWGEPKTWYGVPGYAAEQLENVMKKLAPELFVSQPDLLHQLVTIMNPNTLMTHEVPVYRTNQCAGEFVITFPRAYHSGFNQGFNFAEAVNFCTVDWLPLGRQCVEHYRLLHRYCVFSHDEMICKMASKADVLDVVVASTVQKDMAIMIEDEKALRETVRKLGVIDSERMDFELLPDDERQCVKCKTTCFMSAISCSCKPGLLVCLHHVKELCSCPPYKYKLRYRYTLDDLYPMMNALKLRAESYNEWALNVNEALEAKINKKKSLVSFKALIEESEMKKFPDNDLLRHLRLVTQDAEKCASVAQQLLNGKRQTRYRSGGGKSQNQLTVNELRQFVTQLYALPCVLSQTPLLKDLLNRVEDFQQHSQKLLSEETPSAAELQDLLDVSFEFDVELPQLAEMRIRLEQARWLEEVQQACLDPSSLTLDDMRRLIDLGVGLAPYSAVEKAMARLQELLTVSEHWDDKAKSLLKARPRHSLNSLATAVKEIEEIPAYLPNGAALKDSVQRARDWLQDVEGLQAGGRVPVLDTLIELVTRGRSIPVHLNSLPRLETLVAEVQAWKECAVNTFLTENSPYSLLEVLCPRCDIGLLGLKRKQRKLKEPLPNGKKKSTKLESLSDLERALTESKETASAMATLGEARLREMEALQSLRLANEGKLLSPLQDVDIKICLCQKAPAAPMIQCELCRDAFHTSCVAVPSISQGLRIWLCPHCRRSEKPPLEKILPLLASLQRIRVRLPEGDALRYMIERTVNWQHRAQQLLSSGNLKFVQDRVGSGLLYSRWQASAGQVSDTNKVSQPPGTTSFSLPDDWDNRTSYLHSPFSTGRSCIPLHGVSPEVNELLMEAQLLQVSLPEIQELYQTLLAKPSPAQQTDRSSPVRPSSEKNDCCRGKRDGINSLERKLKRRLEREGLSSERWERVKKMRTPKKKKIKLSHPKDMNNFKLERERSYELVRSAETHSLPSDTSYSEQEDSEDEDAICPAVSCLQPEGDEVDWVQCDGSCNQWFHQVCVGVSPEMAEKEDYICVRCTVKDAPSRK
#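 Compound dilutions met 200 nM (final) KDM5BΔAP for 10 min at room temperature before substrate addition. The substrate mix held 12.5 µM H3K4me3 with cofactors 25 µM α-ketoglutarate and 50 µM Fe²⁺. NADH signal gain over 30 min defined activity.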
# * = called active by the depositor; ? = inconclusive; [ ] = remark or other dose. Potency is read from the fitted curve at half-maximal effect. Only part of the results is shown; the hit share may differ from the screen's.
SMILES,KDM5B inh
CCN1CCN(C(c2cccc(F)c2)c2c(O)cc(C)n(Cc3ccco3)c2=O)CC1 (stereo unspecified),?
C[C@H]1CN(C(=O)c2nn(C)c3ccccc23)C[C@@H]1c1nc(-c2ccncc2)no1,-25.4%
NC(=O)CSc1oc(-c2ccco2)nc1S(=O)(=O)c1ccc(Br)cc1,?
C=CCNC(=O)c1ccc(-c2nnc3ccc(NC(=O)C4CCC4)cn23)cc1,22.4µM*
CNC(=O)c1c(NC(=O)c2nc(SCc3ccc(C)cc3)ncc2Cl)sc2c1CCCC2,?
CCOC(=O)c1c(C)[nH]c(C)c1S(=O)(=O)N1CCCC(C(=O)NCc2cccc(C)c2)C1 (stereo unspecified),-22.5%
O=C(NCCc1ccccc1)c1cc(-c2cccnc2)nc2ccccc12,14.2%
CCOC(=O)c1c(NC(=O)c2nc3nc(C)cc(C(F)F)n3n2)sc2c1CCC(C)C2 (stereo unspecified),-6.2%
CC(C)N1C[C@H](O)C[C@H]1c1nnc2n1CCN(C(=O)Cc1cccc(F)c1)CC2,-7.0%
O=C(Nn1ccc2c(nnc3c(-c4ccccc4)cnn32)c1=O)c1ccncc1,2.0%
CC(C)N1CCC2(CC1)CN(C(=O)C1CCOCC1)Cc1ccccc1O2,-20.7%
O=C(Cc1c[nH]c2ccccc12)N1CCN(S(=O)(=O)c2cc(F)ccc2F)CC1,6.4%
O=C1Cc2cc(-c3csc(Nc4ccccc4F)n3)ccc2N1,?
Cc1cn2nc(C(=O)NC3CCCCCC3)cc2c(N2CCSCC2)n1,?
Cc1cc2ncc(C(=O)N3CCC4(CC(=O)NC4=O)C3)c(=O)n2[nH]1 (stereo unspecified),?
Cc1ccc(C2C=C(c3ccc(F)cc3)Nc3nc(CCCO)nn32)cc1 (stereo unspecified),?
COCCOC1CCN(C(=O)NCc2ccccc2)CC1,9.6%
Cc1cccc(NC(=O)c2ccc(F)c(S(=O)(=O)NCc3ccc4c(c3)OCO4)c2)c1,-12.9%
O=C(Cc1ccsc1)N1CCN(C(=O)c2nnn3c2COC(c2ccccc2)C3)CC1 (stereo unspecified),1.8%
COCCCNc1nc(-c2cccnc2)nc2c1CNC2,?
Cc1cccc(N2CCN(C(=O)Cn3cnc4sc(C)c(S(=O)(=O)N5CCN(c6ncccn6)CC5)c4c3=O)CC2C)c1 (stereo unspecified),?
Cc1cccc2nc(-c3c(-c4ccc(Br)cc4)n(C)c(=O)n(C)c3=O)cn12,?
CN(CC(=O)Nc1ccc(Cl)cc1)Cc1cc(F)cc2c1OCOC2,4.2%
CCCc1n[nH]c2c1/C(=N\OCC)CC(C)(C)C2,-19.1%
O=C(O)C[C@@H]1CCN(C(=O)COc2ccccc2)C[C@@H]1CCN1CCN(c2cccc(C(F)(F)F)c2)CC1,-10.6%
CCOc1ccccc1N1C(=O)c2ccc(S(=O)(=O)c3ccc(C(=O)O)cc3)cc2C1=O,1.9%
O=C(NC1CCCC1)c1ccc2ccccc2c1,1.7%
Cc1cccc(-n2ccnc2SC2CCCCC2=O)c1C (stereo unspecified),3.6%
CC1c2cc3c(cc2CCN1S(=O)(=O)c1cc(Cl)ccc1Cl)OCCCO3 (stereo unspecified),-5.4%
CN(C)c1cccc(C(=O)N2CCC3(CC2)NC(=O)N(c2ccccc2)N3)c1,-14.8%
Cc1ccccc1CNC[C@H]1O[C@@H]2C[C@@H](CC(=O)NC(C)C)O[C@@H]2[C@@H]1O,23.0%[86.2 µM]
O=C(Nc1cccnc1)c1nc2c(o1)CCN(Cc1cccc(O)c1)CC2,-3.2%[86.2 µM]
O=C(Nc1nc2ccccc2s1)C1CC(=O)N(c2n[nH]c3cccc(F)c23)C1 (stereo unspecified),1.4%
COc1cccc(NC(=O)c2ccc3c(c2)NC(C)(CNc2ccccc2)CO3)c1 (stereo unspecified),12.6µM*
CCOc1ccccc1Nc1ncnc2c1c(-c1ccccc1)cn2-c1ccc(OC)cc1,?
CC1=C[C@@H](CNC(=O)CC2(CC(=O)O)CCCC2)[C@H](C(C)C)C[C@H]1Cc1nc2ccc(F)cc2[nH]1,-31.9%
Cc1noc(-c2ccc(-c3noc(-c4ccc(C(F)(F)F)cc4)n3)cc2)n1,-16.3%
O=S(=O)(c1cc(Cl)ccc1Cl)N1CCN(C/C=C/c2ccccc2)CC1,11.1%
COc1ccc(C(=O)N2CCC3(C2)C(=O)N(Cc2ccccc2)c2ccccc23)cc1 (stereo unspecified),-27.8%
Cc1ccc(C(=O)NCc2ccncc2)cc1S(=O)(=O)N1CCCCC1,5.1%
O=C(NC1CCN(c2cc(-c3ccc(F)cc3)[nH]n2)CC1)c1cccc(F)c1,14.1%
Cc1ccc(-c2nc(C)c(CCNC(=O)c3ccco3)s2)cc1,?
COc1ccc(CNC[C@H]2O[C@H](Cc3cc(COc4ccccc4)on3)CC[C@@H]2O)cc1,92.7%[activator]
CCOC(=O)c1nnc2c(-c3ccc(Cl)cc3)c(C)nn2c1C,-0.4%
CCOC(=O)c1c(NC(=O)CSc2cn(CCNC(=O)c3c(F)cccc3F)c3ccccc23)sc2c1CCC2,?
COc1ccc(-c2ccccc2C(=O)N(C(C)C)C(C)C)c2cccnc12,?
CCCCNC(=O)c1c(-c2ccccc2)c(-c2ccccc2)nn(C)c1=O,-9.3%
COc1cc(NC(=O)CSc2nnc3ccc(-c4ccncc4)nn23)cc(OC)c1,-1.8%
Cc1ccc(C)c(-c2csc(NC(=O)CN(C)CC(=O)Nc3ccccc3C(F)(F)F)n2)c1,-8.8%
COc1cc(Cl)c(S(=O)(=O)NCCc2c(C)[nH]c3c(C)cccc23)cc1Cl,?
O=C(CCc1ncc(-c2ccccc2)o1)Nc1ccc(OCC(F)(F)F)cc1,15.1%
COc1ccc(C(=O)CCC(=O)Nc2cc(C)ccc2C)cc1,-1.6%
CCc1noc(-c2ccc(NC(C)c3ccccc3)c([N+](=O)[O-])c2)n1 (stereo unspecified),-16.4%
COc1ccccc1-c1cc(C(=O)N2CCOCC2)nc2c1cnn2C,?
CCOC(=O)c1c(S(=O)(=O)Nc2ccc(OC)c(Cl)c2)c(C)n(C)c1C,3.4%
Cc1ccc(C(O)CNC(=O)C2CCCCC2)cc1 (stereo unspecified),4.7%
Cc1ccccc1-c1nc2n(CC(=O)N3CCCCCC3)c(C)cc(=O)n2n1,0.9%
O=C(CCC1CCN(C(=O)c2ccccc2F)CC1)NCC1CCCCC1,12.5%
NCCn1cc(C(=O)N2CC[C@@H](c3ccc4c(c3)OCO4)[C@H](O)C2)nn1,-16.3%
O=C(c1cc(=O)c2ccccc2o1)N(Cc1ccc(Cl)cc1)Cc1ccco1,-0.1%

# Look-ups from the entries so far:
# O=C(c1cc(=O)c2ccccc2o1)N(Cc1ccc(Cl)cc1)Cc1ccco1 in KDM5B inh = -0.1%
# O=C(CCC1CCN(C(=O)c2ccccc2F)CC1)NCC1CCCCC1 in KDM5B inh = 12.5%
# Cc1ccccc1-c1nc2n(CC(=O)N3CCCCCC3)c(C)cc(=O)n2n1 in KDM5B inh = 0.9%
# CCOC(=O)c1c(S(=O)(=O)Nc2ccc(OC)c(Cl)c2)c(C)n(C)c1C in KDM5B inh = 3.4%

# Remaining list, next part:
SMILES,KDM5B inh
CCCS(=O)(=O)N1CC(=O)N(c2ccccc2C)C(C)(C(=O)NC2CCCCC2)C1 (stereo unspecified),-9.1%
CC(=O)C1C(c2ccc([N+](=O)[O-])cc2)c2c(noc2C)CC1(C)O (stereo unspecified),7.7%
Cc1cccc(O[C@H]2COCCN(Cc3nccn3C)C2)n1,-22.0%[86.2 µM]
O=C(c1cccc(Cl)c1)N1CCC2(CC1)CC(O)CCO2 (stereo unspecified),-9.1%
Cc1c(Cl)cccc1-n1ncc2c1NC(=O)CC21C(=O)N(CC(N)=O)c2ccccc21 (stereo unspecified),-17.7%
CCN(CC)Cc1cnc2c(C(=O)Nc3ccc(OC)c(OC)c3)cnn2c1,-14.2%
CCCCCCCNC(=O)CN1N=C(c2ccc(C)cc2)CCC1=O,2.5%
CCN(CC)CCCNC(=O)c1cc(-c2ccc(OC)cc2)nc2ccccc12,?
Cc1cccc(NC(=O)Cn2c(=O)oc3cc(S(=O)(=O)NCc4ccccc4)ccc32)c1,-10.3%
O=C1C=C(NCC23CC4CC(CC(C4)C2)C3)C2(CCCCC2)O1,16.1%
CCOc1ccccc1CNS(=O)(=O)c1ccc(-c2coc(C)n2)cc1,-19.1%
CCOC(=O)Cn1c(=O)n(-c2ccc(Cl)cc2)c2nc(-c3ccc(Cl)cc3)nc(C(N)=O)c21,?
COc1ccc(CCNC(=O)c2cnn(-c3ccc(F)cc3)c2C2CCN(C(=O)OC(C)(C)C)CC2)cc1OC,-8.3%
Cn1nc2n(c1=O)CCN(S(=O)(=O)c1ccc3[nH]c(=O)oc3c1)CC2,46.3%[activator]
O=C(NCc1cccs1)c1ccc(Cn2c(SCc3ccc(F)cc3)nc3cccnc32)cc1,?
O=C(Nc1ccc(F)cc1)c1c[nH]c2cccnc12,13.4%[149 µM]
Cc1ccc(C)c(NC(=O)c2ccc3c(c2)CCN3S(C)(=O)=O)c1,-32.7%
COc1ccc(C(=O)N/C(=C\c2ccc(Cl)cc2)C(=O)NCC2CCCO2)cc1 (stereo unspecified),9.4%
Cc1cc(=O)oc2cc(OC(=O)[C@H](C)NC(=O)OC(C)(C)C)c(Cl)cc12,-30.9%
CC(=O)Nc1cccc(-c2nc(-c3c(C)noc3C)cc3cc(CO)oc23)c1,39.8µM*

# Two of the compounds above, with each value named:
> O=C(NC1CCN(c2cc(-c3ccc(F)cc3)[nH]n2)CC1)c1cccc(F)c1
  KDM5B inh: 14.1%
> Cc1ccc(C)c(NC(=O)c2ccc3c(c2)CCN3S(C)(=O)=O)c1
  KDM5B inh: -32.7%

# (list continues)
SMILES,KDM5B inh
CCCCn1nc(C(=O)Nc2ccc3oc(C)nc3c2)c2ccccc2c1=O,17.7%
Cc1ccc(CSC2=Nc3ccccc3C3=NC(CC(=O)NCc4cccs4)C(=O)N23)cc1 (stereo unspecified),?
O=C(c1ccc(C(F)(F)F)cc1)N1CCC2(CC1)CCN(CCc1ccccc1)c1ccccc1O2,-36.5%
CCc1cccc(C)c1NS(=O)(=O)c1ccc(-n2cccn2)cc1,-45.9%
O=C(O)CNC(=O)CCn1ccc2ccc(F)cc21,-16.0%
O=C(O)CCCNC(=O)Cn1ccc2ccc(Cl)cc21,9.5%
COc1ccc(OCC(=O)NCc2ccc3c(c2)CCN3C(=O)c2ccccc2)cc1,2.6%
O=C(Cc1ccccc1)N1CCN(c2cc(-c3ccccc3)[nH]n2)CC1,-9.6%
CCCCNC(=O)Cn1cnc2sc(C)c(S(=O)(=O)N3CCN(c4ccccc4OC)CC3)c2c1=O,-0.8%
Cc1nccn1CCCC(=O)N1CCC2(CC1)CNC(C(=O)O)C2 (stereo unspecified),17.7%
COCCOC1CCOC2(CCN(C(=O)Cc3cccc(OC)c3)CC2)C1 (stereo unspecified),-8.3%
O=C(Nc1ccccc1C(F)(F)F)N1CCCC(Cn2cnc3cccnc32)C1 (stereo unspecified),14.7%
CC(NC(=O)CCC1CCCC1)c1ccccn1 (stereo unspecified),-4.2%
CCc1ccccc1S(=O)(=O)N1CCC(n2cnnc2C)CC1,7.7%
COc1cc(CN(C(=O)c2ccccc2F)C2CCS(=O)(=O)C2)cc(OC)c1OC (stereo unspecified),0.3%
COc1ccc(N2CCN(C(=O)CN3C(=O)NC4(CCOCC4)C3=O)CC2)cc1,5.7%
COc1ccc(/C=C/c2nc3ccccc3[nH]c2=O)cc1,-22.3%
CC(C)(Cc1ccc(F)cc1)NC(=O)CC1C(=O)NCCN1Cc1ccoc1 (stereo unspecified),?
CC(CCc1ccccc1)NC(=O)c1cc(Cl)ccn1 (stereo unspecified),-15.8%
COc1cccc(-c2ocnc2C(=O)Nc2ccc(OC)cc2OC)c1,-0.5%

# KDM5B inh, what is marked active above
SMILES,KDM5B inh
C=CCNC(=O)c1ccc(-c2nnc3ccc(NC(=O)C4CCC4)cn23)cc1,22.4µM*
COc1cccc(NC(=O)c2ccc3c(c2)NC(C)(CNc2ccccc2)CO3)c1 (stereo unspecified),12.6µM*
CC(=O)Nc1cccc(-c2nc(-c3c(C)noc3C)cc3cc(CO)oc23)c1,39.8µM*

# Additional results
SMILES,KDM5B inh
O=C1Nc2ccccc2OCC12CCN(CC1CCCCC1)CC2,-13.6%[86.2 µM]
N#Cc1ccc(OCC(O)Cn2cnc3ccc(Br)cc3c2=O)cc1 (stereo unspecified),-18.0%
CCc1nc(-c2c3n(c(=O)n(Cc4ccc(F)cc4)c2=O)CCCCC3)no1,-12.1%
CC(=O)c1c(C)nc2ccccc2c1C,-4.1%
CN(C)Cc1cccc(-c2cc3c(ccn3Cc3cccnc3)c(C3=CCOCC3)n2)c1,39.8µM*
Cc1c(CN(C)c2cc(C3CC(O)C3)nc(N)n2)[nH]c2ccccc12 (stereo unspecified),-16.3%
COc1ccc(CN2C(=O)COC[C@H]2C(=O)Nc2ccc(F)c(F)c2)cc1OC,-5.2%
Cn1cc(CN2CCC(Oc3ccc(C(=O)N4CCCCC4)cc3)CC2)cn1,20.7%
COC(=O)c1cccc2nc([C@H]3CCN(Cc4ccccc4)C3)oc12,?
Cc1nc(-c2cn(C3CCCN(C(=O)c4ccccc4F)C3)nn2)no1 (stereo unspecified),-4.9%
Cc1nc2cc(-c3ccccc3)nn2c(C)c1CCC(=O)N1CCN(c2ccc(F)cc2)CC1,-27.5%
COc1ccc(-c2nc(C3CC(=O)N(c4ccc(F)c(Cl)c4)C3)no2)cc1OC (stereo unspecified),31.6µM*
NC(=O)CSc1ccc(C(F)(F)F)cn1,20.1%
O=C(NCc1ccncc1)C1CCN(C(=O)N2CC3CC(C2)[C@H]2CCCC(=O)N2C3)CC1 (stereo partly specified),?
COc1cccc(CC(=O)N2CC(C(=O)N(C)C)C3(CCOCC3)C2)c1 (stereo unspecified),-20.2%
CCOC(=O)CCNC(=O)N1CCCC(c2nc(-c3cccnc3)no2)CCNC(=O)CC1 (stereo unspecified),-2.1%
CCOC(=O)N1CCN(C(=O)c2cc3sccc3n2Cc2ccccc2F)CC1,10.0%
